TRPC6 act – mouse TRPC6 channel activation. B-score at 10 µM. 0.13% of 310,000 active. HEK293-TRPC6 membrane potential dye fluorescence; stronger effect = higher value. Q61143. AID 2550;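 active = B-score of the integrated fluorescence ratio above library mean plus 3 SD, and starting fluorescence ratio within library mean plus 5 SD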;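 also: higher score means more depolarization so channel activation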
TRPC4 PAM – TRPC4 (mouse) allosteric potentiation | Q9QUQ5 | HEK293 TRPC4beta/mu-opioid, DAMGO EC20, Fluo-4 Ca2+ flux; stronger effect = higher value | B-score at 10 µM | 0.42% of 310,000 active | AID 2227;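 active = B-score of calcium response area above 5 SD of library B-scores, with initial fluorescence ratio within 5 SD of library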;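 also: B-score of integrated fluorescence ratio over time as area under calcium response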
HIF act – HIF pathway transcriptional activation. U2OS HRE-luciferase reporter, luminescence; normalized: DMSO 0%, desferrioxamine 100%. activation, % at 7.5 µM (by protocol). 0.32% of 300,000 active. AID 1910;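 active = mean activation of at least 10% of the iron chelator positive control signal, with at least half of replicates also reaching 10%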
MrgX1 allo act – allosterically activates human MrgX1 receptor signaling. Q96LB2. MrgX1-HEK293, Fluo-4 calcium flux, FDSS; stronger effect = higher value. B-score at 10 µM. 0.63% of 310,000 active. AID 588675;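 active = plate-corrected calcium response at least 3 library SD above typical, normal starting fluorescence, not activating the receptor alone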;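 also: compound read alongside a low EC10 to EC30 dose of BAM8-22 agonist; peak minus trough fluorescence over baseline measured at the second addition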
Target sequence (Q96LB2 whole entry, looked up): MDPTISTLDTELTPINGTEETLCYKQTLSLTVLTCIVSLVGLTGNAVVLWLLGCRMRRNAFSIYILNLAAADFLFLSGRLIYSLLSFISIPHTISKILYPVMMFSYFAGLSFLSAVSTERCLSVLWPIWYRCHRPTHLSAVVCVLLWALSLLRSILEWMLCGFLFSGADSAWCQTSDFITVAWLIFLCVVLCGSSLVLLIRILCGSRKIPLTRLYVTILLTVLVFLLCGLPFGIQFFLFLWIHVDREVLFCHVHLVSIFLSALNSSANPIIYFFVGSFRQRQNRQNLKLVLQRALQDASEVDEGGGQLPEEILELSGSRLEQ
AI-2 QS modul – modulates the Vibrio harveyi AI-2 quorum sensing system; Vibrio harveyi JMH597 AI-2 luminescence/OD600 ratio, 9 h; stronger effect = lower value; strain lacks LuxN and CqsS sensors; 0 = neutral-control median; activity change, % at 7.5 µM; 0.4% of 300,000 active; in the data active = activity change below about -75%, passing the limit was not always enough;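 also: luminescence divided by OD600 gain over 9 h not by final OD600 alone; inactives centre near 13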
TRPC4 act – activators of mouse TRPC4 channel; Q9QUQ5; HEK293 TRPC4beta/mu-opioid, Fluo4 calcium fluorescence; stronger effect = higher value; B-score at 10 µM; 0.49% of 310,000 active; AID 2237;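 active = B-score above 5 SD of library B-scores, and initial fluorescence ratio not above library mean plus 5 SD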;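 also: positive B-score marks a calcium rise read as TRPC4 activation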
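System: HEK293 cells stably co-expressing mouse TRPC4beta and mu-opioid receptor; Schedule: Fluo4 dye loading 45 min at room temperature, 110 s recording; Detection: Fluo4 fluorescence, kinetic; Evaluation: B-scored integrated calcium fluorescence ratio; Controls: buffer (low) and maximal DAMGO (high).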
MrgX1 antag – blocks BAM8-22 activation of human MrgX1 receptor | MRGX1-HEK293 calcium flux, Fluo-4, BAM8-22 antagonism; stronger effect = lower value | B-score at 10 µM | 1.3% of 310,000 active;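 active = calcium-response B-score plate-corrected more than 3 library SD below zero, starting fluorescence within 5 deviations, no agonist response on first addition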;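 also: peak minus trough fluorescence over baseline after final BAM8-22 challenge near maximal dose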
MrgX1 agonist – activates human MrgX1 receptor signaling | Q96LB2 | MrgX1-HEK293 cells, Fluo-4 calcium fluorescence, agonist mode; stronger effect = higher value | B-score at 10 µM | 0.44% of 310,000 active | AID 588627;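 active = calcium response B-score plate-corrected fluorescence ratio at least 3 library SD, with starting fluorescence B-score inside 5 SD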
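Assay system: MrgX1-expressing HEK293 cells / Amount: fifteen thousand cells per well / Doses: test compound in the initial addition of three / Timing: cells plated overnight, dye loaded 0.5 h 37 °C, 0.5 h room temperature / Technique: kinetic calcium dye fluorescence, Fluo-4 NW / Control set: positive and negative controls per plate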
TRPC4 block – inhibitors of mouse TRPC4 channel; Q9QUQ5; HEK293 TRPC4beta/mu-opioid, DAMGO-evoked Fluo4 calcium flux; stronger effect = lower value; B-score at 10 µM; 0.39% of 300,000 active;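 active = B-score over 3 SD under the library average, no early fluorescence shift, positive overall ratio signal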
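material = TRPC4beta/mu-opioid receptor HEK293 cell line | probe or stimulus = sequential submaximal and maximal DAMGO stimulation | compound dosing = one concentration per compound | measured by = Fluo4 Ca2+ flux fluorescence | evaluation = integrated fluorescence ratio relative to baseline, converted to per-well B score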
PolyA inhibitor – blocks polyadenylation in yeast reporter cells. S. cerevisiae SKY197-pL101 polyadenylation reporter, beta-gal luminescence; efflux-impaired pdr1/pdr3 knockout yeast; score 100 = 6 SD above DMSO. calls only at 12 µM. 0.02% of 300,000 active;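 active = lowest replicate activity score at least 50, where 100 means six control SD above control mean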;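 also: yeast exposed to compound for 9 h at 30 °C; higher score means more reporter readthrough which indicates perturbed polyadenylation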
TRPC6 inh – inhibitors of mouse TRPC6 channel | B-score at 10 µM | HEK293-TRPC6, membrane potential dye, ACh-evoked depolarization; stronger effect = lower value | Q61143 | 1.1% of 310,000 active | AID 2553;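 active = B-score under library mean minus 3 SD, initial fluorescence not abnormally high, positive integrated signal ratio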;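 also: B-score derived from integrated fluorescence ratio over the kinetic read; more negative B-score means stronger inhibition of depolarization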
* hit, by the source's call; i = inactive; . = no result given. The list is partial, so the mix of outcomes need not match the whole.

smiles | TRPC6 act | TRPC4 PAM | HIF act | MrgX1 allo act | AI-2 QS modul | TRPC4 act | MrgX1 antag | MrgX1 agonist | TRPC4 block | PolyA inhibitor | TRPC6 inh
COc1ccccc1CNC(=O)c1cccc(S(=O)(=O)N2CCN(C)CC2)c1 | i | i | -0.7 | i | 14 | i | i | i | i | i | i
CC(C)(C)c1ccc(NC(=O)Nc2ccc(OCC(=O)N3CCOCC3)cc2)cc1 | i | i | 2.1 | i | 20 | i | i | i | i | i | i
O=C(Nc1ccc2c(c1)C(=O)OC2)c1ccc(Cl)cc1Cl | i | i | 2.5 | i | 20 | i | i | i | i | i | i
CCc1ccc(NC(=O)CCn2cccc2)cc1 | i | i | 1.1 | i | 7 | i | i | i | i | i | i
Cc1ccc(Cn2cc(-c3ccccc3)nn2)cc1 | i | i | 2.6 | i | -95* | i | i | i | i | i | i
O=C(Nc1cccc(Cl)c1)Nc1nnc(-c2ccccc2)o1 | i | i | 0.6 | i | -9 | i | i | i | i | i | i
O=C1CC(C(=O)N2CCC(N3CCC(C(=O)NC4CC4)CC3)CC2)c2ccccc21 (stereo unspecified) | i | i | -0.1 | i | 7 | i | i | i | i | i | i
Cc1cccc(Nc2ncnc3ccc(Br)cc23)c1 | i | i | 0.2 | i | 3 | i | i | i | i | i | i
CCc1noc(C)c1C(=O)N1CCN(c2cccc(C)c2C)CC1 | i | i | -0.1 | i | 14 | i | i | i | i | i | i
O=C(Cn1cc(C(=S)N2CCOCC2)c2ccccc21)N1CCOCC1 | i | i | -0.2 | i | 21 | i | i | i | i | i | i
O=C1CCC(CCC(=O)N2CCCC(C(=O)c3cccc(C(F)(F)F)c3)C2)=NN1 (stereo unspecified) | i | i | 0.0 | i | 19 | i | i | i | i | i | i
Cc1cc(C)c(C)c(S(=O)(=O)NCC(=O)O)c1C | i | i | -0.6 | i | 0 | i | i | i | i | i | i
COc1cc2c(cc1OC)C(C)N(C(=O)c1cc3c(s1)-c1c(C)cccc1OC3)CC2 (stereo unspecified) | i | i | 0.2 | i | 18 | i | i | i | i | i | i
CCOc1nc(Nc2ccc(Cl)cc2)nc(OCC)n1 | i | i | 1.0 | i | 9 | i | i | i | i | i | i
COc1ccc(OCCC(=O)N2CCCCC2)cc1 | i | i | 2.1 | i | 35 | i | i | i | i | i | i
O=S(=O)(NCC1CCCO1)c1ccc(Br)cc1 (stereo unspecified) | i | i | 0.8 | i | 6 | i | i | i | i | i | i
O=C(CCCN1C(=O)c2ccccc2C1=O)Nc1ccccn1 | i | i | 1.9 | i | 7 | i | i | i | i | i | i
COc1ccc(Cl)cc1NC(=S)NC(=O)c1ccc2c(c1)OCO2 | i | i | 1.1 | i | 2 | i | i | i | i | i | i
COc1ccc(C)cc1NC(=O)CSc1nnc(CC(=O)Nc2ccccc2F)n1C | i | i | 0.4 | i | -20 | i | i | i | i | i | i
O=C(O)c1ccc(Oc2ccc(S(=O)(=O)c3ccc(C(=O)O)c(C(=O)O)c3)cc2)cc1 | i | i | 1.1 | i | -6 | i | i | i | i | i | i
CN(CC(=O)N1CCCC1)S(=O)(=O)c1cccc(Cl)c1 | i | i | 1.2 | i | 24 | i | i | i | i | i | i
CCCCCCc1cc2cc(C(=O)Nc3ccccc3)c(=O)oc2cc1O | i | i | . | i | 5 | i | i | i | i | i | i
CCCC(C(=O)NC(C)(C)C)N(Cc1ccc(F)cc1)C(=O)c1snc(C(N)=O)c1N (stereo unspecified) | i | i | 0.3 | i | 4 | i | i | i | i | i | i
CCCN1CCN(CCCNC(=O)Cn2nc(-c3ccc(Cl)cc3)ccc2=O)CC1 | i | i | -0.3 | i | 5 | i | i | i | i | i | i
COc1ccc(CCNC(=O)C2CCN(C(=O)c3ccc(Cl)cc3)CC2)cc1 | i | i | -0.1 | i | 12 | i | i | i | i | i | i
Cc1ccc(C(=O)NC(C#N)=C(Cl)Cl)cc1 | i | i | 1.3 | . | -56 | i | . | . | i | i | i
COc1ccc2c(c1)CC[C@@H]1[C@@H]2CC[C@]2(C)[C@@H](C(=O)O)C[C@@H]12 | i | i | -1.8 | i | 25 | i | i | i | i | i | i
O=C(NCCN1C(=O)S/C(=C\c2ccccc2)C1=O)c1cc(S(=O)(=O)N2CCOCC2)c(Cl)cc1Cl | i | i | -0.2 | i | 16 | i | i | i | i | i | i
Nc1nc(SCc2ccccc2Cl)nc2nc3c(cc12)CCCC3 | i | i | 0.5 | i | 22 | i | i | i | i | i | i
C=CCC1(CC=C)CCCN1C(=O)c1cc(COc2cncc(Cl)c2)on1 | i | i | 1.2 | i | 29 | i | i | i | i | i | i
CCOCCCNC(=O)c1ccc2c(c1)N=C(CC)c1cc(Br)ccc1S2 | i | i | 0.4 | i | 21 | i | i | i | i | i | i
Cc1ccnc(NS(=O)(=O)c2ccc(N3C(=O)c4c(Cl)c(Cl)c(Cl)c(Cl)c4C3=O)cc2)n1 | i | i | 0.4 | i | 2 | i | i | i | i | i | i
O=C(O)c1c(NC(=O)N2CCOCC2)sc2c1CCCC2 | i | i | 0.2 | i | 19 | i | i | i | i | i | i
CCc1c(C)sc(NC(NC(C)=O)(C(=O)OC)C(F)(F)F)c1C#N (stereo unspecified) | i | i | 0.0 | i | 3 | i | i | i | i | i | i
Cc1[nH]n(-c2ccccc2)c(=O)c1/C=N/NC(=O)COc1ccccc1[N+](=O)[O-] | i | i | 0.1 | i | 26 | i | i | i | i | i | i
Cc1ccc(N(CC(=O)NC(C)c2ccccc2)S(=O)(=O)c2c(C)n[nH]c2C)cc1 (stereo unspecified) | i | i | -0.2 | i | 5 | i | i | i | i | i | i
Cc1ccc(NCc2nnc(SC(C)C(=O)N/N=C/c3ccc(C)o3)n2-c2ccccc2)cc1 (stereo unspecified) | i | i | -18 | i | 20 | i | i | i | i | i | i
CC1CCN(S(=O)(=O)c2cn(CC(=O)N3CCN(C)CC3)c(=O)c3ccccc23)CC1 | i | i | -0.4 | . | 8 | i | . | . | i | i | i
O=C(NC1CCCCC1)C(c1ccccc1)N1CCc2ccccc21 (stereo unspecified) | i | i | -0.1 | i | 21 | i | i | i | i | . | i
O=C(CCCc1nc2ccccc2s1)NCc1cccnc1 | i | i | -35 | i | -17 | i | i | i | i | i | i
C/C(CC(=O)NC12CC3CC(CC(C3)C1)C2)=N\NC(=O)c1cnccn1 | i | i | -0.3 | i | 17 | i | i | i | i | i | i
Cc1ccc(C(=O)OCC(=O)c2ccc[nH]2)s1 | i | i | 1.6 | i | -51 | i | i | i | i | i | i
CCOc1ccc(N2C(=O)CC(NCc3ccc(F)cc3)C2=O)cc1 (stereo unspecified) | i | i | 0.1 | i | 6 | i | i | i | i | i | i
CC1CCCC(C)N1C(=O)CSc1nnc(C2CCCCC2)o1 (stereo unspecified) | i | i | -0.2 | i | -14 | i | i | i | i | i | i
CC(=O)N1CCc2c(sc(NC(=O)CCS(=O)(=O)c3ccc(C)cc3)c2C#N)C1 | i | i | -0.3 | i | 6 | i | i | i | i | i | i
Cc1ccc(C)n1CCN1CCN(C(=O)CSc2nc3ccccc3nc2N2CCOCC2)CC1 | i | i | -0.2 | i | 12 | i | i | i | i | i | i
COc1ccccc1N1CCN(C(=O)CSc2nc3ncnc(N)c3[nH]2)CC1 | i | i | -0.5 | i | 8 | i | i | i | i | i | i
COc1cc(C)c(-c2cc(C(=O)O)c(C)o2)cc1C(C)C | i | i | 0.0 | i | 10 | i | i | i | i | i | i
CC(=O)Nc1cc(C(=O)OCC(=O)c2ccc(Cl)cc2Cl)ccc1C | i | i | 0.5 | i | 7 | i | i | i | i | i | i
CCCCNC(=O)COC(=O)CCC(=O)c1ccc(F)cc1 | i | i | -0.4 | i | 16 | i | -6.1* | i | i | i | i

Continued, starting with the last 2 of the part before.
smiles | TRPC6 act | TRPC4 PAM | HIF act | MrgX1 allo act | AI-2 QS modul | TRPC4 act | MrgX1 antag | MrgX1 agonist | TRPC4 block | PolyA inhibitor | TRPC6 inh
CC(=O)Nc1cc(C(=O)OCC(=O)c2ccc(Cl)cc2Cl)ccc1C | i | i | 0.5 | i | 7 | i | i | i | i | i | i
CCCCNC(=O)COC(=O)CCC(=O)c1ccc(F)cc1 | i | i | -0.4 | i | 16 | i | -6.1* | i | i | i | i
Cc1cc(/C=C2/SC(=S)N(c3cccc(Cl)c3)C2=O)c(C)n1-c1cccnc1 | i | i | 0.4 | 19* | 27 | i | i | i | i | i | i
O=C(CSc1nnc2scc(-c3ccccc3)n12)Nc1ccc2c(c1)OCCO2 | i | i | 0.1 | i | 11 | i | i | i | i | i | i
O=S(=O)(Nc1ccc(Cl)nn1)c1ccccc1 | i | i | 0.4 | i | 16 | i | i | i | i | i | i
Cc1ccnc(N2CCCC(C(=O)NCc3cccs3)C2)n1 (stereo unspecified) | i | i | 0.3 | i | 6 | i | i | i | i | i | i
COc1ccc(OC)c2c1sc(=NC(=O)C1CC1)n2C | i | i | -0.1 | i | 5 | i | i | i | i | i | i
Cn1cnnc1Sc1cc(N2CCN(S(=O)(=O)c3ccc4ccccc4c3)CC2)ccc1[N+](=O)[O-] | i | i | -0.2 | i | 20 | i | i | i | i | i | i
Clc1nc(-c2ccccc2)cc(-c2ccccc2)n1 | i | i | 0.0 | i | 4 | i | i | i | i | i | i
Cn1c(N)nc2nc(CCc3ccccc3)c(=O)[nH]c2c1=O | i | i | 1.1 | i | 19 | i | i | i | i | i | i
CC(C)C(NS(=O)(=O)c1cc(C(=O)O)ccc1Cl)C(=O)O (stereo unspecified) | i | i | -0.7 | i | 3 | i | i | i | i | i | i
O=C(Nc1cccnc1)Nc1ccc(Cl)cc1Cl | i | i | 0.6 | i | 15 | i | i | i | i | i | i
COCCNC(=O)[C@@]1(C)C=C[C@@H](Cc2ccccc2)N1C(=O)c1ccccc1 | i | i | 2.3 | i | 1 | i | i | i | i | i | i
CC1CCN(c2ncnc3nc[nH]c23)CC1 | i | i | -0.1 | i | -18 | i | i | i | i | i | i
CC(NC(=O)Cc1ccc(NC2=NC3CS(=O)(=O)CC3S2)cc1)c1ccccc1 (stereo unspecified) | i | i | -0.3 | i | 29 | i | i | i | i | i | i
CCOc1ccc(S(=O)(=O)N(C)c2ccc(OCC(=O)NC3=NCCS3)cc2)cc1 | i | i | -1.1 | i | 18 | i | i | i | i | i | i
